High-throughput results as filed in PubChem BioAssay.
PL biosyn Enam: blocks phospholipid synthesis in CHO cells, Enamine compounds | ZR-82 CHO cells, pyrene fatty acid UV survival, CellTiter Blue; peroxisome-deficient CHO-K1 mutant line; plus DGAT-1, DGAT-2 and ACAT inhibitors | calls only at 10 µM | actives 0.4% (n = 20,000);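 active = cell survival signal 2 SD away from solvent-only control wells, confirmed on one or two retests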;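 note: 3 h compound exposure then viability read about one day after UV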
Calls only; i = inactive; + = active, no number. Only part of the results is shown, so the mix of outcomes need not match the whole.

SMILES	PL biosyn Enam
O=c1[nH]c(CSc2nnc(Cc3cccs3)n2C2CC2)nc2ccsc12	i
O=C(Cn1cc([N+](=O)[O-])ccc1=O)NCC1CCCCC1	i
CC1CCCC(C)N1Cc1cn2ccc(Cl)cc2n1 (stereo not given)	i
CN1/C(=C\C(=O)C[n+]2ccc3ccccc3c2)C(C)(C)c2ccccc21	i
COc1cccc(C2C3=C(COC3=O)Nc3[nH]c(=O)[nH]c(=O)c32)c1OC (stereo not given)	i
CCc1nc2c([nH]1)c(=O)n(C)c(=O)n2C	i
CC1CCCCC1NC(=O)NC(=O)Cn1cc(C(F)(F)F)cc(Cl)c1=O (stereo not given)	i
Nc1cc(=O)[nH]c(SCC(=O)c2ccc(Cl)s2)n1	i
Nc1cc2c(cc1[N+](=O)[O-])OCCCO2	i
O=[N+]([O-])c1ccccc1I	i
O=C(CSc1nn(-c2ccc(Cl)cc2)c(=S)s1)C12CC3CC(CC(C3)C1)C2	i
O=S(=O)(c1ccc(Cl)c(NC(=S)NC23CC4CC(CC(C4)C2)C3)c1)N1CCOCC1	i
Cc1sc2ncnc(SCC(=O)c3cc(C)n(-c4nccs4)c3C)c2c1C	i
CCOC(=O)c1c(NC(=S)NCC2CCCO2)sc2c1CCSC2 (stereo not given)	i
Cc1cc(C)nc(N/N=C/c2ccc(C)s2)n1	i
Oc1ccc(N=Nc2ccc3ccccc3c2)c2cccnc12	i
c1ccc(-n2nnnc2NC2CCCCCC2)cc1	i
S=c1[nH]nc(NCCCN2CCOCC2)s1	i
FC(F)(F)c1cnc(N/N=C/c2ccc(C3C=CCC3)s2)c(Cl)c1 (stereo not given)	i
COc1ccc(-c2c[n+]3c4n2CCCCC4=C(c2ccccc2)C3)cc1	i
NC(=O)N1CCCCC1	i
O=[N+]([O-])c1cc(Cl)ccc1Oc1ccc2oc3ccccc3c2c1	i
Cc1cc(C=C2Sc3ccccc3N2C)cc(C)[n+]1-c1ccccc1	i
S=C1Nc2cccc3cccc(c23)N1	i
CCOC(=O)c1c(C)[nH]c(C(=O)COC(=O)Cn2cnc3c2c(=O)n(C)c(=O)n3C)c1C	i
O=C1C2C(c3ccc(Cl)cc3Cl)OC3(C(=O)c4ccccc4C3=O)C2C(=O)N1C1CCCC1 (stereo not given)	i
O=S(=O)(NC1CCCCC1Sc1ccc(F)cc1)c1ccccc1 (stereo not given)	i
O=C(O)Cc1coc2ccc3ccccc3c12	i
CN=c1scc(C)n1/N=C/c1ccc(O)cc1	i
CC(C)CN(CC(C)C)Cn1nc(C2COc3ccccc3O2)oc1=S (stereo not given)	i

14 structures from above, sorted by count of non-hydrogen atoms, smallest number first:
SMILES	PL biosyn Enam
NC(=O)N1CCCCC1	i
O=[N+]([O-])c1ccccc1I	i
S=C1Nc2cccc3cccc(c23)N1	i
S=c1[nH]nc(NCCCN2CCOCC2)s1	i
CN=c1scc(C)n1/N=C/c1ccc(O)cc1	i
c1ccc(-n2nnnc2NC2CCCCCC2)cc1	i
Oc1ccc(N=Nc2ccc3ccccc3c2)c2cccnc12	i
FC(F)(F)c1cnc(N/N=C/c2ccc(C3C=CCC3)s2)c(Cl)c1 (stereo not given)	i
Cc1cc(C=C2Sc3ccccc3N2C)cc(C)[n+]1-c1ccccc1	i
CC(C)CN(CC(C)C)Cn1nc(C2COc3ccccc3O2)oc1=S (stereo not given)	i
O=C(CSc1nn(-c2ccc(Cl)cc2)c(=S)s1)C12CC3CC(CC(C3)C1)C2	i
O=S(=O)(c1ccc(Cl)c(NC(=S)NC23CC4CC(CC(C4)C2)C3)c1)N1CCOCC1	i
CCOC(=O)c1c(C)[nH]c(C(=O)COC(=O)Cn2cnc3c2c(=O)n(C)c(=O)n3C)c1C	i
O=C1C2C(c3ccc(Cl)cc3Cl)OC3(C(=O)c4ccccc4C3=O)C2C(=O)N1C1CCCC1 (stereo not given)	i

Next part.
SMILES	PL biosyn Enam
c1ccc2c(OCc3nc4ccccc4[nH]3)cccc2c1	i
Clc1ccccc1/C=N/NC1=Nc2cccc3cccc1c23	i
C(=C\c1cccc2ccccc12)/c1ccc2ccccc2c1	i
Cc1c(C(=O)O)[nH]c2c1/C(=N/N1CC(=O)NC1=O)CC(C)(C)C2	i
CCCn1c2c(c(=O)[nH]c1=O)C(=O)C(C)N2 (stereo not given)	i
O=c1[nH]c(Nc2nc3ccccc3o2)nc2c(Cl)cc(Cl)cc12	i
O=C1c2ccccc2C(=O)N1c1ccccc1SC(F)(F)C(F)(F)C(F)(F)F	i
Cc1cc(Cl)c(C)c(S(=O)(=O)NC2(C)CCS(=O)(=O)C2)c1Cl (stereo not given)	i
Cc1nc(Nc2cc(Cl)c(N)c(Cl)c2)c2c3c(sc2n1)CCC3	i
S=c1nc(-c2ccc(Cl)cc2)[nH][nH]1	i
COCC(C)n1c(C)cc(-c2csc(N)n2)c1C (stereo not given)	i
CC(NC(=O)C1(C)CCCCC1)C1CC2CCC1C2 (stereo not given)	i
CC(=O)c1c(C)[nH]c(C(=O)CSc2nnc(-c3ccoc3C)o2)c1C	i
CC1CCC2(CC1)NC(=O)N(NC(=S)NC1CC3CCC1C3)C2=O (stereo not given)	i
CCC(C)c1ccc(C2=NNC(=Nc3ccc(SC(F)F)cc3)SC2)cc1 (stereo not given)	i
CNc1ccc(O)cc1	i
CN(C)C(=O)COC(=O)c1ccc(-c2ccc(C(=O)OCC(=O)N(C)C)s2)s1	i
Cc1ccc(-c2csc(/C=C/c3ccc4c(c3)OCO4)n2)cc1	i
CN(Cc1ccc(Br)cc1)Cc1cc2c(cc1O)CCC2	i
O=C1CNC(=S)N1Cc1ccco1	i
Cn1c(SCc2cc(-c3cccs3)on2)nnc1C1CC1	i
S=c1[nH]nc2c3c(-c4ccc(Cl)cc4)csc3ncn12	i
Cc1cc(C)n2cc(CN)nc2n1	i
CC1CCC2(CC1)NC(=O)N(CC(=O)N1CC3(C)CC1CC(C)(C)C3)C2=O (stereo not given)	i
O=C1c2ccccc2-c2nc3nc4ccccc4nc3nc21	i
Cn1cccc1C(=O)OCC(=O)C12CC3CC(CC(C3)C1)C2	i
NCc1ccc(S(=O)(=O)N2CCOCC2)s1	i
CN(C)Cc1c2ccccc2cc2ccccc12	i
Cc1nc(Oc2cccc3ccccc23)c2c3c(sc2n1)CCC3	i
CCC1(C)NC(=O)N(/N=C/c2cccs2)C1=O (stereo not given)	i
O=C1NC2=C(C(=O)NNC2)C(c2cccs2)N1 (stereo not given)	i
CN(CC1COc2ccccc2O1)S(=O)(=O)c1ccc(Br)s1 (stereo not given)	i
COC(=O)c1[nH]c(Cn2cc(C(F)(F)F)cc(Cl)c2=O)c(C(=O)OC)c1C	i
CC1(C)c2sc(=O)[nH]c2SC2C(=O)N(CC(=O)O)C(=O)C21 (stereo not given)	i
O=S(=O)(NC1CC2CCC1C2)c1ccc(Cl)cc1 (stereo not given)	i
c1ccc(-c2cnc(CSc3nc4ccccc4o3)o2)cc1	i
Cc1ccsc1C1CC(c2cccs2)=NN1C(=O)c1cccs1 (stereo not given)	i
CCCn1nc(C(=O)OCc2cc(=O)n3ccsc3n2)ccc1=O	i
CCOC(=O)c1c(C)[nH]c(C(=O)COC(=O)c2[nH]c(C)c(C(=O)OCC)c2C)c1C	i
CCOC(=O)c1sc2nc(C)nc(NCCOC)c2c1C	i
NC(=O)N1CCCCCC1	i
CN=c1scc(-c2cc3ccccc3o2)n1/N=C/c1cccc(C(F)(F)F)c1	i
CC(=O)NC(C(=O)NCc1c(C)cc(C)[nH]c1=O)C(C)C (stereo not given)	i
Cc1cc(=O)[nH]c(NN=C2CCC(C(C)(C)C)CC2)n1 (stereo not given)	i
O=S(=O)(c1ccc(N2CCCC2c2ccc3c(c2)OCCCO3)nc1)N1CCOCC1 (stereo not given)	i
c1ccc(-c2nnc(Oc3ccc4ccccc4c3)c3ccccc23)cc1	i
Cc1noc(C)c1S(=O)(=O)Nc1ccc2c(c1)OC1(CCCC1)O2	i
CN1/C(=C\C(=O)C[n+]2cccc(Br)c2)C(C)(C)c2ccccc21	i
COc1cccc(C2Nc3ccccc3-c3nc4ccccc4n32)c1 (stereo not given)	i
CN=c1scc(-c2ccc(Br)s2)n1/N=C1/C(=O)Nc2ccccc21	i

Going on with the list:
SMILES	PL biosyn Enam
O=P1(NCC2CCCO2)C=C(c2ccccc2)SC(c2ccccc2)=C1 (stereo not given)	i
O=C(CSc1nccc(=O)[nH]1)CSc1nccc(=O)[nH]1	i
Clc1ccc(/C=N/OCc2nnc(-c3ccccc3Br)o2)cc1Cl	i
C(=C\c1nc2ccccc2nc1/C=C/c1ccccc1)/c1ccccc1	i
Cc1nnc(SCC(=O)c2c(N)n(C3CC3)c(=O)[nH]c2=O)s1	i
CN(c1c([N+](=O)[O-])ncn1C)C1CCCCC1	i
O=C(CN1CCCCC1)C12CC3CC(CC(C3)C1)C2	i
CCN1C/C(=C/c2cccs2)C(=O)/C(=C/c2cccs2)C1	i
CC(C)CNc1c(N)n(CC(C)C)c(=O)[nH]c1=O	i
Clc1cc(Cl)c(NN=C2CCCCCCCCCCC2)c(Cl)c1	i
CC1=CC(=O)C(N(CCO)CCO)=CC1=O	i
Cc1nnc(SCC(=O)NC23CC4CC(CC(C4)C2)C3)s1	i
Cc1nn(-c2ccccc2)c2c1C(O)n1c(nc3ccccc31)S2 (stereo not given)	i
Cc1cc(C)n2nc(SCc3cc4c(cc3Br)OCO4)nc2n1	i
NC(=O)c1c(NC(=O)COC(=O)C23CC4CC(CC(Br)(C4)C2)C3)sc2c1CCCC2	i
Clc1ccc(-c2noc(CSc3nnc(C4CC4)n3C3CC3)n2)cc1	i
C=C1Cn2c(nc3sc4c(c3c2=O)CCCC4)S1	i
CC(C)Cn1c2c(c(=O)n(C)c1=O)C(c1cccs1)C1=C(CC(C)(C)CC1=O)N2 (stereo not given)	i
C=CCn1c(-c2cc3c(s2)CCC(CC)C3)n[nH]c1=S (stereo not given)	i
c1csc(-c2nc(N3CCc4ccccc4C3)c3ccccc3n2)c1	i

Rewritten as a markdown table: entries from further up
| molecule | PL biosyn Enam |
| --- | --- |
| O=C1C2C(c3ccc(Cl)cc3Cl)OC3(C(=O)c4ccccc4C3=O)C2C(=O)N1C1CCCC1 (stereo not given) | i |
| CCOC(=O)c1c(NC(=S)NCC2CCCO2)sc2c1CCSC2 (stereo not given) | i |

Other records:
SMILES	PL biosyn Enam
CC(NC(=O)NC(=O)N(C1CCCCC1)S(C)(=O)=O)C12CC3CC(CC(C3)C1)C2 (stereo not given)	i
Cc1occc1-c1nnc(SCC(=O)N2CCNC2=O)n1C	i
COc1ccc(Oc2ccc(C3C=C(c4ccc(F)cc4)Nc4nc(C(F)(F)F)nn43)cc2[N+](=O)[O-])cc1 (stereo not given)	i
CC(=O)CSc1nnc2c(n1)[nH]c1ccccc12	i
O=[N+]([O-])c1ccc(O)c2ncccc12	i
CN(CC(=O)c1c(N)n(C)c(=O)n(C)c1=O)C1CCS(=O)(=O)C1 (stereo not given)	i
Cc1cc(-c2csc(N3CCN(C)CC3)n2)c(C)n1Cc1ccco1	i
O=S(=O)(NCc1ccco1)c1ccc(Cl)c(Cl)c1	i
Oc1ccc(N=Nc2ncn[nH]2)c(O)c1	i
O=C(/C(Br)=C/Nc1cc(Cl)cc(Cl)c1)C(F)(F)F	i
CC1(C)CC(=O)CC(=Nc2nn[nH]n2)C1	i
Cc1ccc(/C=C2\N=C(C34CC5CC(CC(C5)C3)C4)OC2=O)s1	i
Cc1noc(C)c1S(=O)(=O)NCC(=O)O	i
O=C(/C=C/c1ccc2ccccc2n1)OCc1cc(=O)oc2cc3c(cc12)CCC3	i
O=C(NC(=S)Nc1cc(Cl)c(Cl)cc1Cl)C1CC1	i
CCCCN=C1SCC(c2ccc(C)c([N+](=O)[O-])c2)=NN1C	i
CC1CN(Cc2cc(=O)n3cc(Br)ccc3n2)CC(C)O1 (stereo not given)	i
O=C(O)Cn1cc(C(F)(F)F)ccc1=O	i
Cn1c(N)c(C(=O)CSc2nnc(N)s2)c(=O)n(C)c1=O	i
O=C1NC2(CCc3ccccc32)C(=O)N1Cn1nnc2ccccc2c1=O (stereo not given)	i
CCCn1c(SCC(=O)c2cc(C)n(C(C)C)c2C)n[nH]c1=O	i
O=C(Cc1coc2ccccc2c1=O)c1nc2ccccc2s1	i
O=c1cc(CSc2nnnn2C2CC2)nc2ccc(Br)cn12	i
CN=c1scc(-c2ccccc2)n1/N=C/c1ccc(-c2ccccc2)cc1	i
Fc1cc(Br)ccc1Oc1ccnc2cc(Cl)ccc12	i
CCCCCCCCCOC(=O)NCNC(=O)OCCCCCCCCC	i
OCCSc1nc(CSc2ccc(Cl)cc2)nc2sc3c(c12)CCC3	i
CC(Nc1nc(CN2CCOCC2)nc2sc3c(c12)CCCC3)C12CC3CC(CC(C3)C1)C2 (stereo not given)	i
c1ccc2sc(C3CCCCN3)nc2c1 (stereo not given)	i
COc1ccc(NS(=O)(=O)c2cc(Br)ccc2Br)cc1OC	i
Cc1nc(N)sc1N=Nc1c(Cl)cc(Cl)cc1Cl	i
O=C(CN1C(=O)NC2(CCCCC2)C1=O)N1CCN(C(=O)c2ccco2)CC1	i
CC1CCC/C(=N\Nc2ccc(S(=O)(=O)N3CCCCC3)cn2)C1 (stereo not given)	i
Cc1n[nH]c(C)c1N=Nc1ccc(Br)cc1	i
CC(C)(C)C(=O)CSc1ncnc2sc3c(c12)CCCC3	i
Cc1nc(NCCC23CC4CC(CC(C4)C2)C3)c2c3c(sc2n1)CCC3	i
CCNC(=S)N/N=C(\C)C1CCCCC1	i
O=C(Nc1ccc([N+](=O)[O-])cc1)Nc1ccc2c(c1)OCO2	i
Oc1c(-c2nc3ccc(Cl)cc3[nH]2)sc2ccccc12	i
S=C(NC1CCCCC1)N1CCSc2ccccc21	i
O=C(c1cc2c(=O)n3ccccc3nc2s1)N1CCCCCC1	i
C=CCn1c(=O)n(CC=C)c(=O)n(CC(=O)c2cc(C)n(C)c2C)c1=O	i
Cc1nc(N)sc1N=Nc1cccc2ccccc12	+
Cn1ccc(NS(=O)(=O)c2ccc(S(=O)(=O)N3CCOCC3)cc2)n1	i
